KCNH2 WT inh – qHTS for Inhibitors of KCHN2 3.1: Wildtype qHTS; Voltage-gated inwardly rectifying potassium channel KCNH2 (Homo sapiens), Q12809; U2OS, BacMam KCNH2, thallium flux FluxOr; stronger effect = lower value; activity change, % at 1.84 µM; 0.37% of 340,000 active; AID 720551, 2013;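 active = maximum activity change below -70%; inconclusive = maximum activity change between -70% and -50%; inactive = maximum activity change above -50%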; also: % is scaled to controls: 0 for no effect and ±100 for the full control effect
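U2OS cells were transduced with wild-type KCNH2 virus (2.03 x 10^8 / mL) for 4 h at room temperature, then cultured overnight at 37 C. Thallium flux was read with FluxOr dye. Rate constants were normalized to DMSO controls.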
Menin MLL FP TR – qHTS Assay for Inhibitors Targeting the Menin-MLL Interaction in MLL Related Leukemias: Competition With Texas Red Labeled MLL-derived Mutant Peptide; Menin + Texas Red MLL mutant peptide, fluorescence polarization; O00255; 0.23% of 270,000 active; Potency, µM (series often up to 61.6 µM), for inactives: at the top dose FP activity change, negative = inhibition, usual class: inhibitors; active = well fitted inhibition curve with a large enough effect in the polarisation, with a control signal flat, not every such curve was filed as active; inconclusive = small, poorly fitted or top-dose-only effect, or effect the other way, or a change in a side signal; inactive = no such curve, though single readings can be large or run the other way; the % refers to the polarisation; also: potency is read from the fitted curve at half-maximal effect; % of control where 0% means no effect; many of its hits are not listed in these tables
MBNL1-CUG inh – qHTS Assay for Inhibitors of MBNL1-poly(CUG) RNA binding; Muscleblind-like protein 1 (Homo sapiens), Q9NR56; TR-FRET MBNL1-His/biotin-(CUG)12 binding, 665/545 ratio; Potency, µM (highest dose often 57.5 µM), for the others: top-dose activity change, negative = inhibition, actives largely listed as inhibitors; 0.036% of 280,000 active; AID 2675, 2010; active = well fitted inhibition curve with a large enough effect in the signal ratio, with a control signal flat, not every such curve was filed as active; inconclusive = small, poorly fitted or top-dose-only effect, or effect the other way, or a change in a side signal; inactive = no such curve, though single readings can be large or run the other way; the % refers to the signal ratio; also: potency is read from the fitted curve at half-maximal effect; % is scaled to controls: 0 for no effect and ±100 for the full control effect
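His-tagged MBNL1 binding to biotinylated (CUG)12 RNA was measured by TR-FRET using terbium anti-His antibody (0.055 ng/ul final) and streptavidin-XL665 (5 nM final). Compounds were titrated 92 nM to 58 uM; 60 min at room temperature.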
S-ASM inh – Inhibitors of Secretory Acid Sphingomyelinase (S-ASM): qHTS; Sphingomyelin phosphodiesterase (Homo sapiens), P17405; placental ASM, HMU-PC fluorogenic substrate, 60 min; Potency, µM (top dose mostly 57.5 µM), inactives show at the top dose activity change, negative = inhibition, most hits filed as inhibitors; 0.006% of 340,000 active; also: potency is read from the fitted curve at half-maximal effect
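HMU-PC0 cleavage (9 uM final) by human placental ASM, 60 min at 37 °C following 10 min compound exposure at RT; stopped at pH 10, fluorescence Ex 386/Em 447 nm.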
USP2a inh – qHTS Assay for Inhibitors of Ubiquitin-specific Protease USP2a Using CHOP2 as the Reporter. USP2 core, Ub-CHOP2 coupled fluorogenic reporter, 485/531. Potency, µM (series often up to 38.3 µM), for the others: at the top dose activity change, negative = inhibition, actives largely listed as inhibitors. 0.01% of 330,000 active. AID 463254, 2010;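 also: potency is read from the fitted curve at half-maximal effect; plate controls were DMSO wells for no effect and full inhibition by NEM control for full effect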
Target sequence (O75604 whole entry, looked up): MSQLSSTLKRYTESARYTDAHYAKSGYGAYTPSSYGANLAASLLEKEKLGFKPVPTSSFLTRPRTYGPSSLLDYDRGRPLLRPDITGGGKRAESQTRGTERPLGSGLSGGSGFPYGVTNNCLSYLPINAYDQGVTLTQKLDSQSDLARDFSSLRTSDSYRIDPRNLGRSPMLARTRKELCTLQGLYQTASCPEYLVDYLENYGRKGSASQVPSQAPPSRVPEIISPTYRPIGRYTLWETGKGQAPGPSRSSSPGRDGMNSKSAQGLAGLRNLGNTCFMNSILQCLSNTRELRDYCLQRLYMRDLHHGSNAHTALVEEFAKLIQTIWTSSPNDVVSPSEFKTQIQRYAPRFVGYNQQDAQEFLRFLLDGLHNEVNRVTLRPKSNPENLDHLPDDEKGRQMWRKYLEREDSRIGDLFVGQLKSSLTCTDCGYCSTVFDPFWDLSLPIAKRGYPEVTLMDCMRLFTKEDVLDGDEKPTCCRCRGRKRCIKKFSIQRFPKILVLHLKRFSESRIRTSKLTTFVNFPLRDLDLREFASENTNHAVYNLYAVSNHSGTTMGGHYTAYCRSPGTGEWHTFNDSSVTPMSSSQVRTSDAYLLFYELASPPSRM
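Deubiquitinase activity read as fluorescence (485/531 nm) after Ub-CHOP2 cleavage activates the enterokinase reporter on its substrate; USP2 core 10nM, Ub-CHOP2 and substrate 25nM each, 30min compound preincubation then 60min RT; data normalized to NEM, curves fitted.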
Chronic BCR inh – qHTS Assay to Find Inhibitors of Chronic Active B-Cell Receptor Signaling | ABC-DLBCL IkBa-CBG/CBR reporter, luminescence ratio, 4 h | Potency, µM (highest dose often 46.1 µM), inactives show at the highest dose ratio change, negative = lower green/red ratio, most hits filed as inhibitors | 0.05% of 340,000 active | AID 493014, 2011; active = well fitted inhibition curve with a large enough effect in the signal ratio, with a control signal flat, not every such curve was filed as active; inconclusive = small, poorly fitted or top-dose-only effect, or effect the other way, or a change in a side signal; the % refers to the signal ratio;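 also: potency is read from the fitted curve at half-maximal effect; plate controls were basal doxycycline-induced cells for no effect and cells given 10 µM MG132 for full effect; MG132 reads +100%, hits lower the ratio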
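Cell line TMD8 (human ABC DLBCL), stably expressing tet-inducible CBG68-IkBa fusion and CBR; IMDM/0.5% FBS; cpd up to 46 uM; dox induction, 4 h, 37C/5% CO2; dual luminescence; green/red ratio; MG132 control.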
PKM2 act – qHTS Assay for Activators of Human Muscle isoform 2 Pyruvate Kinase; 0.34% of 260,000 active; purified PKM2, Kinase-Glo ATP luminescence, activation; response scale: 0% is enzyme alone, no compound; Potency, µM (top dose mostly 57.5 µM), inactives show at the top dose activation, actives largely listed as activators; also: potency is read from the fitted curve at half-maximal effect; % is scaled to controls: 0 for no effect and ±100 for the full control effect; nearly all actives have a fitted effect of over 55% in size
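hPK-M2, >95% pure; 0.1 mM ADP / 0.5 mM PEP final; imidazole pH7.2 buffer w/ 7 mM MgCl2, 50 mM KCl; 1 h RT; Kinase-Glo lum. Intermediate enzyme activity for dual inhibitor/activator qHTS.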
TSHR antag – Antagonists of the Thyroid Stimulating Hormone Receptor: HTS campaign; Thyrotropin receptor (Homo sapiens), P16473; TSHR-expressing cells, TSH-stimulated cAMP HTRF, 2 h; stronger effect = lower value; activity change, negative = inhibition, % at 11.5 µM; 0.2% of 330,000 active;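 active = activity change below a set negative limit, meaning inhibition stronger than a set level, cut at about -70% in these data; inconclusive = activity change between two set negative limits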; also: % is scaled to controls: 0 for no effect and ±100 for the full control effect
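Inhibition of cAMP made by TSHR-expressing cells under TSH stimulation (4nM final, EC80; 2 h, 37 deg C) is quantified with a one-step lysis HTRF kit, anti-cAMP cryptate versus cAMP-d2.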
Mito fusion yeast – qHTS Assay for Small Molecule Inhibitors of Mitochondrial Division or Activators of Mitochondrial Fusion; 0.23% of 320,000 active; Potency, µM (series often up to 46.1 µM), inactives show at the highest dose growth rescue (activation), usual class: activators; S. cerevisiae fusion-defective mutant growth rescue, CellTiterGlo 48 h;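 also: potency is read from the fitted curve at half-maximal effect; % of control where 0% means no effect; nearly all actives have a fitted effect of over 45% in size; temperature-sensitive fusion mutants such as fzo1-1 at 37 °C on non-fermentable ethanol glycerol medium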
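Read-out: ATP-based luminescence (CellTiterGlo, 10 min ambient) reporting growth of fusion-defective ts yeast after 48 hours at 37C on glycerol/ethanol YPEG medium in the presence of compound.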
Eya2 inh – qHTS Assay for Inhibitors of the Phosphatase Activity of Eya2; Potency, µM (series often up to 76.9 µM), for inactives: at the top dose activity, negative = inhibition, hits mostly inhibitors; recombinant Eya2, OMFP fluorescence dephosphorylation (OMFP is methylfluorescein phosphate); 0.006% of 330,000 active; Protein phosphatase EYA2 (Homo sapiens), O00167; AID 488837, 2010; also: potency is read from the fitted curve at half-maximal effect; % is scaled to controls: 0 for no effect and ±100 for the full control effect
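Eya2 protein (added as 0.2 uM solution) was preincubated with compound for 10 min at ambient temperature in 50 mM HEPES pH 7.5, 50 mM NaCl, 5 uM MgCl2, 0.05% BSA, 1 mM DTT. OMFP (added at 50 uM) then reacted 10 min; fluorescence read at 485/525 nm.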
GALK inhibitor – qHTS Assay for Inhibitors of Human Galactokinase (GALK); Potency, µM (highest dose often 57.5 µM), without a hit: top-dose activity change, negative = inhibition, hits mostly inhibitors; Purified GALK, Kinase-Glo residual ATP luminescence; 0.007% of 270,000 active; also: potency is read from the fitted curve at half-maximal effect; % is scaled to controls: 0 for no effect and ±100 for the full control effect
Target sequence (P51570 whole entry, looked up): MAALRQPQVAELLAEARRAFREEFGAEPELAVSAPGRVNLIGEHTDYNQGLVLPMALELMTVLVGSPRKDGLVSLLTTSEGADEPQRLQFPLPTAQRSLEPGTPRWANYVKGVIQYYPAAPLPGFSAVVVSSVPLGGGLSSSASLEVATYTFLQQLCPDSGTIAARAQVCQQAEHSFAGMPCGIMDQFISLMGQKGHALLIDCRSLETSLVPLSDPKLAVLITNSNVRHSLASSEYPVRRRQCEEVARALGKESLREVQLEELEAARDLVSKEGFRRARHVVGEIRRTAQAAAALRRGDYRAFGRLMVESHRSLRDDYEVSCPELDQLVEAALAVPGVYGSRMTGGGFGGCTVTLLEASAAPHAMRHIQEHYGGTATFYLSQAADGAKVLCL
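Kinase-Glo Plus luminescence measured ATP left after a 1 h room-temperature reaction. The reaction used 5 nM GALK, 100 uM galactose and 35 uM ATP at pH 8.0 (20 mM HEPES, 5 mM MgCl2, 60 mM NaCl, 1 mM DTT, 0.01% BSA).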
An asterisk follows results filed as active; ? = inconclusive; / = no result given; & = joins results of further samples; [ ] = another dose, or the depositor's remark. Unless noted, calls follow the shape of the dose curve; as a rule, active = well fitted curve in the direction sought with a large enough effect; inconclusive = small, poorly fitted or top-dose-only effect, or another doubt; inactive = no such curve, though single readings can be large; an effect the other way counts as inactive or inconclusive. Not all compounds are listed; count on the stated rates, not on these rows.

SMILES	KCNH2 WT inh	Menin MLL FP TR	MBNL1-CUG inh	S-ASM inh	USP2a inh	Chronic BCR inh	PKM2 act	TSHR antag	Mito fusion yeast	Eya2 inh	GALK inhibitor
Cn1c(=O)n(CC(=O)Nc2ccc(F)cc2)c2ccccc21	2	10%	0%	3%	6%	?	4%	0	-4%	-3%	3%
Cc1nc2ccccc2nc(=O)c1NNc1ccccc1	-3	-25%	3%	-3%	4%	?	-1%	2&3	21%	0%	-1%
CCCN(CCC)CCOc1cc(C)ccc1C(C)C	2	-21%	-16%	-1%	2%	4%	3%	2	-5%	-4%	-3%
Cc1ccc(C2NC(=O)c3ccccc3N2)s1 (configuration not stated)	-7	3%	8%	49%[activator]	2%	4%	-4%	-2	3%	12%	-4%
CCCCn1c(SCC(=O)N(CC)C2CCS(=O)(=O)C2)nc2cc(S(N)(=O)=O)ccc21 (configuration not stated)	-2	-7%	-5%	2%	1%	1%	5%	3	3%	-7%	10%
CC(=O)c1cccc(N2C(=O)Nc3ccccc3N2O)c1	4	-17%	6%	1%	3%	-2%	3%	1	-11%	9%	1%
CCCc1cc(=O)[nH]c(SCC(=O)N2CCc3cc(OC)c(OC)cc3C2)n1	-4	/	/	0%	3%	1%	/	-4	-6%	2%	/
O=C(COC(=O)/C=C/c1cccc(C(F)(F)F)c1)NCc1cccs1	-8	/	/	4%	-2%	8%	/	7	5%	3%	/
CC1(C)CC(=O)C/C(=N/NC(=O)C2CCN(S(=O)(=O)c3cccs3)CC2)C1	17	-15%	?	0%	4%	0%	-24%	16	1%	4%	-2%
O=S(=O)(NC1CCCC1)c1ccc(Br)s1	1	8%	-5%	0%	0%	-1%	1%	-9	8%	7%	-4%
COc1ccc(/C=C/C(=O)c2ccc[nH]2)cc1OC	0	1%	?	117%[activator]	2%	?	0%	-10	-3%	19%	3%
CC(C)c1nc(SCC(=O)Nc2cccc3ccccc23)n[nH]1	-4	/	/	0%	4%	-6%	/	-15	/	-14%	/
O=C(COc1cccc(-n2cnnn2)c1)NCCC1=CCCCC1	3	-1%	-7%	0%	1%	0%	13%	-8	2%	7%	4%
O=C(COC(=O)CC1CCCC1)Nc1cccc(F)c1	-1	/	/	-3%	2%	?	/	-7	4%	-5%	/
CC1CCN(CCOCCOc2ccccc2Br)CC1	1	-2%	-7%	7%	2%	-3%	-1%	8	3%	-11%	4%
COc1ccc(N2CCN(C(=O)C3(C)CC3(Cl)Cl)CC2)cc1 (configuration not stated)	5	-7%	6%	5%	1%	-3%	1%	8	-7%	-1%	0%
CCc1ccccc1NC(=O)NCc1ccc2c(c1)OCO2	6	2%	-2%	3%	3%	-3%	-1%	0	0%	-4%	3%
O=c1nc2n(c3ncccc13)CCCCC2	-10	-4%	/	0%	-2%	-4%	1%	-3	5%	4%	-1%
CC(C)(C)N(Cc1ccccc1)C(=O)COC(=O)c1ccc(N2CCCC2=O)cc1	2	/	/	4%	2%	5%	/	33	/	9%	/
Cc1ccc(S(=O)(=O)N(C)C)cc1NC(=O)c1cc(S(=O)(=O)N2CCCCC2)ccc1N1CCOCC1	22	/	/	0%	3%	-8%	/	1	-11%	35%	/
NNC(=O)CSCc1ccc(Cl)cc1Cl	-1	-17%	?	3%	1%	?	-28%	-11	-3%	4%	1%
O=S(=O)(c1ccc(Br)s1)N1CCN(c2ccccn2)CC1	3	-7%	-2%	0%	0%	?	6%	-4	12%	-20%	-4%
CCN(CC)C(=O)N1c2ccccc2CC(N(CC)CC)c2ccccc21 (configuration not stated)	-4	-27%	0%	8%	-1%	-29%	0%	-10	-3%	6%	-1%
CCCCOP(=O)(c1ccc(N(C)C)cc1)C(O)c1ccc(OC)cc1 (configuration not stated)	2	-20%	2%	10%	7%	-1%	/	16	8%	-8%	-4%
NS(=O)(=O)c1cccc(NC(=O)CSc2nc3ccccc3c(=O)n2CCCN2CCOCC2)c1	30	-14%	6%	-4%	3%	-3%	3%	0	-5%	8%	0%

Single entries from the results shown:
Entry of Cc1nc2ccccc2nc(=O)c1NNc1ccccc1 under GALK inhibitor: -1%
Entry of O=C(COc1cccc(-n2cnnn2)c1)NCCC1=CCCCC1 under KCNH2 WT inh: 3
Entry of COc1ccc(N2CCN(C(=O)C3(C)CC3(Cl)Cl)CC2)cc1 (configuration not stated) under USP2a inh: 1%
Entry of CCc1ccccc1NC(=O)NCc1ccc2c(c1)OCO2 under S-ASM inh: 3%

Remaining list, next part
SMILES	KCNH2 WT inh	Menin MLL FP TR	MBNL1-CUG inh	S-ASM inh	USP2a inh	Chronic BCR inh	PKM2 act	TSHR antag	Mito fusion yeast	Eya2 inh	GALK inhibitor
Cc1cc(Oc2ccccc2)nc(-c2ccccc2O)n1	6	15%	1%	-12%	-10%	3%	-3%	-7	-5%	22%	2%
Cc1ccccc1SCC(=O)NCC(c1ccc(F)cc1)N1CCOCC1 (configuration not stated)	-4	/	/	6%	1%	-1%	/	2	/	-32%	/
COc1ccccc1N(CC(=O)NCc1ccco1)S(=O)(=O)c1ccc(C)cc1	3	-21%	4%	0%	-1%	1%	/	-5	13%	5%	2%
CCOC(=O)C1CCN(C(=O)Nc2ccc(OCc3ccccc3)cc2)CC1	-1	/	-1%	1%	-1%	-3%	-9%	6	-7%	-11%	-2%
O=C1NCCC/C1=N/Nc1ccc(F)cc1	1	-10%	5%	1%	1%	-21%	/	17	12%	-3%	6%
CCN1C(=O)[C@H]2[C@@H](c3ccc(-c4ccc(F)cc4)c(OC)c3)N3CCC[C@@]3(C(=O)OC)[C@H]2C1=O	-3	/	/	-4%	-4%	10%	/	-2	0%	-24%	/
CCN(Cc1nc(-c2cccc(Cl)c2)no1)CC1CCCO1 (configuration not stated)	-15	-11%	1%	0%	0%	-1%	-9%	-8	5%	-7%	1%
O=C(CSCCO)Nc1nccs1	15	11%	-12%	1%	3%	2%	2%	-9	-2%	17%	0%
CC1CCc2c(C(=O)NCCN3CCOCC3)csc2C1 (configuration not stated)	12	?	-11%	5%	2%	18%	4%	9	-2%	-7%	0%
CCC(C)c1ccc(NC(=S)NCc2cccnc2)cc1 (configuration not stated)	1	0%	3%	0%	1%	9%	0%	8	-8%	2%	1%
Cc1cc(OCc2cc(C(=O)N3CCC(Oc4cccnc4)CC3)no2)cc(C)c1Cl	-3	/	0%	-3%	-2%	2%	-1%	0	-15%	-13%	-5%
CCN1CCc2nc3ccccc3c(C(=O)Nc3ccc(NC(C)=O)cc3)c2C1	-6	/	/	2%	10%	0%	6%	4	-1%	3%	0%

An excerpt from above in order of the Chronic BCR inh value, low to high.
Compound	Chronic BCR inh
CCN(Cc1nc(-c2cccc(Cl)c2)no1)CC1CCCO1 (configuration not stated)	-1%
O=C(CSCCO)Nc1nccs1	2%
CCN1C(=O)[C@H]2[C@@H](c3ccc(-c4ccc(F)cc4)c(OC)c3)N3CCC[C@@]3(C(=O)OC)[C@H]2C1=O	10%

Compound activity as filed in PubChem.
